Assay outcomes deposited in PubChem BioAssay by Johns Hopkins Ion Channel Center.
TMEM16A act: mouse TMEM16A channel activation, primary screen; Q8BHY3; HEK293 TMEM16A/YFP-H148Q/I152L, iodide quench fluorescence; active compounds read low; B-score at 10 µM; 0.3% of 340,000 active;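 active = fluorescence-ratio B-score plate-corrected deviation score at least 3 library SD below zero, with starting fluorescence score within 5 deviations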;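 also: channel opened by trigger with iodide after compound preincubation; score built on the fluorescence ratio of max minus min over baseline; more negative score means more quench and so TMEM16A activation or potentiation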
hERG protect: shields human hERG channel from block by proarrhythmic agents | CHO-hERG, FluxOR thallium flux, dofetilide IC70 present | activation (rescue from dofetilide block), less the hit threshold, % at 10 µM | AID 1511 | Q12809 | 0.51% of 310,000 active;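 active = activation above the mean of controls blocked by dofetilide plus 5 SD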;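 also: thallium influx through hERG after potassium depolarization seen as dye fluorescence rise; in these data hits start at about 4.7%; inactives centre near -7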
KCNK3 block: human KCNK3 channel inhibition, primary screen | O14649 | 0.84% of 340,000 active | CHO-KCNK3 thallium flux, FluxOR fluorescence; active compounds read low | B-score at 10 µM;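 active = B-score under library mean minus 4 SD, starting fluorescence ratio at most library mean plus 5 SD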;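 also: more negative B-score means stronger inhibition of thallium flux through KCNK3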
Target sequence (O14649 whole entry, looked up): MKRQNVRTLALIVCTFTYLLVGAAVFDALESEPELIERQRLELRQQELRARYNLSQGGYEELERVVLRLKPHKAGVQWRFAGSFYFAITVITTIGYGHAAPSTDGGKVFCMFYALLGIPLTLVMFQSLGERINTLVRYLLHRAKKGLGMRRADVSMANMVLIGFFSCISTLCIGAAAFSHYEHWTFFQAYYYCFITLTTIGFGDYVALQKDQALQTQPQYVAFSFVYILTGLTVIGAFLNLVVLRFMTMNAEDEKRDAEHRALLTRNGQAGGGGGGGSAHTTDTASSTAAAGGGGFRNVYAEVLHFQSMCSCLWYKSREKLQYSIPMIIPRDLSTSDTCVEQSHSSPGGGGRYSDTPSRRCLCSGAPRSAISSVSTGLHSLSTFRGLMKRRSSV
KCNQ1 inh: human KCNQ1 channel inhibition. CHO-K1 KCNQ1, FluxOR thallium flux fluorescence; active compounds read high. AID 2642. B-score at 10 µM. P51787. 1.3% of 310,000 active;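 active = compounds whose thallium flux B-score, printed positive for inhibition, exceeds three library SD while starting fluorescence stays within three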;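 also: channel opened by potassium depolarization with thallium stimulus after 20 min compound exposure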
KCNK9 block: inhibitors of human KCNK9 two-pore domain potassium channel; HEK293 KCNK9, FluxOR thallium flux fluorescence; active compounds read low; 1.2% of 310,000 active; Q9NPC2; B-score at 10 µM;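 active = ratio B-score over 3 SD below the library mean, with starting fluorescence within 5 SD of its mean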;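 also: negative B-score means less thallium flux so channel inhibition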
ANO1 block: blocks the mouse calcium-activated chloride channel TMEM16A; Q8BHY3; HEK293 TMEM16A/YFP iodide influx fluorescence, ionomycin; normalized B-score (activity score, 25-100; higher = stronger inhibition) at 10 µM; 1.2% of 310,000 active;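 active = ratio plate-corrected score three or more library SD toward inhibition, starting fluorescence score within five deviations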;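 also: score derived from kinetic fluorescence span divided by baseline fluorescence per well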
KCNQ1 act: potentiates or activates the human KCNQ1 potassium channel | CHO-K1 KCNQ1, thallium flux FluxOR fluorescence; active compounds read high | B-score at 10 µM | 0.35% of 310,000 active;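 active = fluorescence ratio B-score, a plate-corrected score, at least three library SD, with initial intensity B-score within 5 SD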
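Doses: Single concentration per compound, DMSO matched to controls | Test system: KCNQ1-transfected CHO-K1 cells | Timing: 90 min dye loading and 20 min compound exposure, both at room temperature | Measured by: Kinetic FluxOR thallium fluorescence, 10-s 1-Hz baseline, 110-s post-stimulus read | Medium: Assay buffer with matched DMSO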
MrgX1 PAM: allosterically activates human MrgX1 receptor signaling | Q96LB2 | MrgX1-HEK293, Fluo-4 calcium flux, FDSS; active compounds read high | B-score at 10 µM | 0.63% of 310,000 active;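 active = plate-corrected calcium response at least 3 library SD above typical, normal starting fluorescence, not activating the receptor alone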;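 also: compound read alongside a low EC10 to EC30 dose of BAM8-22 agonist; peak minus trough fluorescence over baseline measured at the second addition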
Target sequence (Q96LB2 whole entry, looked up): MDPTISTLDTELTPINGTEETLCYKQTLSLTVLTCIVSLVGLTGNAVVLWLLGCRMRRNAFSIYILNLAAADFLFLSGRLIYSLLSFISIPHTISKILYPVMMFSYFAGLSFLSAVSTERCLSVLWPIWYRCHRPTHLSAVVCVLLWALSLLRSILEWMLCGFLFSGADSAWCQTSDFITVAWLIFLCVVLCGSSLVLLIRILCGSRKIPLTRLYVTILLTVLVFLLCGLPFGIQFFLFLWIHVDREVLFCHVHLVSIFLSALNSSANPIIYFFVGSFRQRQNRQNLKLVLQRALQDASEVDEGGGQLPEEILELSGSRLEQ
MrgX1 ag: human MrgX1 receptor agonism, primary screen. Q96LB2. MrgX1-HEK293 cells, Fluo-4 calcium fluorescence, agonist mode; active compounds read high. B-score at 10 µM. 0.44% of 310,000 active;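 active = calcium response B-score plate-corrected fluorescence ratio at least 3 library SD, with starting fluorescence B-score inside 5 SD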
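Material: MrgX1-expressing HEK293 cells / Dosing: compound as first of three additions / Incubation: overnight seeding, then 1 h dark dye loading / Signal: Fluo-4 NW calcium fluorescence / Evaluation: B-scored fluorescence response ratio / Benchmarks: positive and negative control wells on each plate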
RGS4 block: inhibitors of human RGS4; HEK293 M3R/RGS4 inducible, Fluo-4 calcium flux; active compounds read high; triggered by carbachol at its EC20; B-score at 10 µM; 0.45% of 310,000 active; AID 463165;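 active = B-score, a plate-corrected calcium signal, over three deviations above library mean, with baseline fluorescence within five deviations of library mean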;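 also: RGS4 expression induced by doxycycline in cells with stable M3 receptor; B-score is computed from the integrated fluorescence ratio over baseline after carbachol; higher B-score means a larger calcium signal and so more RGS4 inhibition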
Target sequence (P49798 whole entry, looked up): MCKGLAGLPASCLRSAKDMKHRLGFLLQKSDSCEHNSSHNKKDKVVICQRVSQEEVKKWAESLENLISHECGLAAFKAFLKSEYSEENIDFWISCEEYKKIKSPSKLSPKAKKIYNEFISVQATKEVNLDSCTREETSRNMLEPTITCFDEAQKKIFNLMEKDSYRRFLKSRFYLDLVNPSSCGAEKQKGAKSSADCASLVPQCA
RGS4 act: potentiators or activators of RGS4; HEK293 M3R/inducible RGS4, carbachol calcium flux Fluo4; active compounds read low; B-score at 10 µM; 0.92% of 310,000 active; AID 463111;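 active = B-score of the integrated calcium signal more than 4 SD below the library mean, with starting fluorescence not abnormally high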;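 also: negative B-score means reduced calcium response which marks RGS4 activation or potentiation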
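Assay system: HEK293 FlpIn-TREx cells, stable M3R, doxycycline-inducible RGS4 / Probe or stimulus: carbachol, ECmax concentration / Times: overnight RGS4 induction, 30 min dye load 37 °C, 20 min compound RT / Signal: kinetic calcium fluorescence imaging with Fluo4-AM dye, 2 µM / Measure: Agonist-evoked peak-minus-minimum fluorescence over baseline, integrated ratio, B score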
The depositor's hits bear a star; i = inactive; . = not tested or not shown; & = joins results of further samples. Some of the compounds tested, so the mix of outcomes need not match the whole.

no.	SMILES	TMEM16A act	hERG protect	KCNK3 block	KCNQ1 inh	KCNK9 block	ANO1 block	KCNQ1 act	MrgX1 PAM	MrgX1 ag	RGS4 block	RGS4 act
1	N=C1c2ccccc2CN1c1ncccn1	i	-12	i	i	i	i	i	i	i	i	i
2	COC(=O)C1=C(c2ccccc2)C[C@@H]2CC[C@H]1N2C(=O)NCC1CC1	i	-6	i	i	i	i	i	i	i	i	i
3	CCc1cccc2c(C#N)cn(CC(=O)N3CCOCC3)c12	i	-1	i	i	i	i	i	i	i	i	i
4	CN(C)c1cc[n+](CC(O)C[n+]2ccc(N(C)C)cc2)cc1	i	-6	i	i	i	i	i	i	i	i	i
5	Cc1ccccc1C(O)(Cc1ccccc1)C1CN2CCC1CC2 (centres undefined)	i	-1	i	i	i	i	i	i	i	i	-8.2*
6	Clc1ccc(CNC2CN3CCC2CC3)cc1 (centres undefined)	i	-4	i	i	i	i	i	i	i	i	i
7	C[C@@H]1CN(C2CCC(C#N)(c3ccc(F)cc3)CC2)CC[C@]1(C(=O)O)c1ccccc1 (some centres undefined)	i	.	i	.	.	i	.	i	i	.	.
8	COc1ccc(OC)c(CN2CCN(C(=O)COc3cccc(C)c3)CC2)c1	i	-6	i	i	i	i	i	i	i	i	i
9	C[N+]1=C(/C=C/Nc2ccccc2)C(C)(C)c2ccccc21	i	-12	i	i	i	i	i	i	i	i	i
10	CC(C)OC12Oc3ccccc3C=C1N1CCC2CC1 (centres undefined)	i	-6	i	i	i	i	i	i	i	i	i
11	COc1ccccc1-n1c(O)c(/C=N/N2CCCCC2)c(=O)n(-c2ccccc2OC)c1=S	i	-9	i	i	i	i	i	i	i	i	i
12	CC(C)n1c(=O)c(C=Nc2ccc(S(N)(=O)=O)cc2)c(O)n(Cc2ccco2)c1=O	i	4	i	i	i	i	i	i	i	i	i
13	C/C(=N\NC(=O)c1ccccc1O)c1c(O)n(Cc2ccccc2)c(=O)[nH]c1=O	i	-14	i	i	i	i	i	i	i	i	i
14	COc1ccccc1CCNCc1ccc(OC)c(OC)c1OC	i	-12	i	i	i	i	i	i	i	i	i
15	O=C1NC(=O)C(=Cc2ccc3ccccc3c2)C(=O)N1	i	-10	i	i	i	i	i	i	i	i	i
16	COc1cccc(-c2nc(CS(=O)CC(=O)N3CCC4(CC3)OCCO4)c(C)o2)c1 (centres undefined)	i	-10	i	i	i	i	i	i	i	i	i
17	Cc1c(O)ccc(C(=O)CN2CC(C)OC(C)C2)c1O (centres undefined)	i	-3	i	i	i	i	i	i	i	i	i
18	Cc1ccc(-c2ccc(=O)n(CC(=O)N3CCC4(CC3)OCCO4)n2)cc1	i	-10	i	i	i	i	i	i	i	i	i
19	CCC(C)C12CN3CCN(CC(C)(C3)C1O)C2 (centres undefined)	i	-15	i	i	i	i	i	i	i	i	i
20	[N-]=[N+]=NCCN1CCC(O)CCC1=O (centres undefined)	i	-7	i	i	i	i	i	i	i	i	i
21	CC1=NN(c2ccccc2)C(=O)C1/C=C1\C(=O)NC(=O)N(c2cc(C)cc(C)c2)C1=O (centres undefined)	i	-8	i	i	i	i	i	i	i	i	i
22	NCc1cc(=O)[nH]o1	i	.	i	.	.	i	.	i	i	.	.
23	COC(=O)C1=C(C)OC(N)=C(C#N)C12C(=O)Nc1ccccc12 (centres undefined)	i	-12	i	i	i	i	i	i	i	i	i
24	COC(=O)C1=C(c2ccc(S(C)(=O)=O)cc2)C[C@@H]2CC[C@H]1N2C(=O)NCCO	i	-10	i	i	i	i	i	i	i	i	i
25	O=Cc1cn(Cc2cccc(F)c2)c2ccccc12	i	-9	i	i	i	i	i	i	i	i	i
26	Cc1ccc(-c2nc(N(C)C3CCN(C)CC3)c3ccccc3n2)cc1	i	-8	i	i	i	i	i	i	i	i	i
27	Cc1ccsc1CNCCc1ccc(F)cc1	i	-15	i	i	i	i	i	i	i	i	i
28	O=C(NCNC(=O)NC1C(=O)NC(=O)N1CO)NC1C(=O)NC(=O)N1CO (centres undefined)	i	.	i	.	.	i	.	i	i	.	.
29	Cc1cccc(N=Cc2c(O)n(C)c(=O)n(C)c2=O)c1	i	-2	i	i	i	i	i	i	i	i	i
30	Fc1ccc(C2N3CCCN23)cc1 (centres undefined)	i	-3	i	i	i	i	i	i	i	i	i
31	Nc1nonc1OCCCCOc1nonc1N	i	-15	i	i	i	i	i	i	i	i	i
32	CC(C)N(CC#CCC1(O)c2ccccc2-c2ccccc21)C(C)C	i	-9	i	i	i	i	i	i	i	i	i
33	O=C(Nc1ccc(F)cc1F)c1cccnc1Oc1cccc(C(F)(F)F)c1	i	-4	i	i	i	i	i	i	i	i	i
34	O=C(Cc1ccccc1)N1CCN(CCCc2ccccc2)CC1	i	-2	i	i	i	i	i	i	i	i	i
35	Cc1ccc(-n2c(O)c(C=NC3CCCC3)c(=O)[nH]c2=O)c(C)c1	i	-9	i	i	i	i	i	i	i	i	i
36	CCCCn1c(O)c(C(CC)=NCCc2ccccc2)c(=O)[nH]c1=O	i	-18	i	i	i	i	i	i	i	i	i
37	CC(=O)OC1CC[C@@]2(C)C(=CC(=O)C3C4CCC(OC(C)=O)[C@@]4(C)CCC32)C1 (some centres undefined)	i	-10	i	i	i	i	i	i	i	i	i
38	O=C1/C(=C/c2ccncc2)N2CCC1CC2	i	-10	i	i	i	i	i	i	i	i	i
39	O=[P+](Cc1ccccc1)Cc1ccccc1	i	-4	i	i	i	i	i	i	i	i	i
40	O=C(C1CCN(S(=O)(=O)N2CCOCC2)CC1)N1CCC2(CC1)OCCO2	i	-9	i	i	i	i	i	i	i	i	i
41	CCN1C[C@]2(CO)CC[C@H](OC)[C@@]34C2[C@H](OC)[C@@](O)(C13)[C@@]1(O)C[C@H](OC)[C@H]2C[C@@H]4[C@@H]1[C@H]2OC	i	-8	i	i	i	i	i	i	i	i	i
42	C[n+]1ccc(-c2ccncc2)cc1	i	-1	i	i	i	i	i	i	i	i	i
43	O=C1CSC2N1CCNC21CCCCC1 (centres undefined)	i	-5	i	i	i	i	i	i	i	i	i
44	O=C(COc1ccc2ccccc2c1)N1CCN(CC2CC3C=CC2C3)CC1 (centres undefined)	i	0	i	i	i	i	i	i	i	i	i
45	Cn1cc(C(=O)N2CCC3(CC2)OCCO3)c2c3ccccc3n(C)c2c1=O	i	-13	i	i	i	i	i	i	i	i	i
46	CCCCOc1nc2ccccc2c(=O)n1-c1ccccc1	i	-8	i	i	i	i	i	9.2*	i	i	i
47	COc1cc(CN2CC=C(c3ccc(F)cc3)CC2)cc(OC)c1	i	-6	i	i	i	i	i	i	i	i	i
48	CN1CCN(Cc2ccc(N)cc2)CC1	i	-6	i	i	i	i	i	i	i	i	i
49	COc1ccccc1-n1c(O)c(C=NCCCn2ccnc2)c(=O)[nH]c1=O	i	-9	i	i	i	i	i	i	i	i	i
50	COc1cccc(N2C(=O)CC(=O)NC2=O)c1	i	-10	i	i	i	i	i	i	i	i	i
51	COc1cccc(-n2c(O)c(C=NCCN3CCOCC3)c(=O)[nH]c2=O)c1	i	-4	i	i	i	i	i	i	i	i	i
52	N[C@@H](Cc1c[nH]c2ccccc12)c1nnc(SCc2c(F)cccc2Cl)o1	i	-18	i	i	i	i	i	i	i	i	i
53	CC(CCc1ccccc1)NCCC#N (centres undefined)	i	-4	i	i	i	i	i	i	i	i	i
54	Oc1cc2c(cc1CN1CCN(c3ccccc3)CC1)OCO2	i	-4	i	i	i	i	i	i	i	i	i
55	CC1CN(c2cc([N+](=O)[O-])ccc2Cl)CC(C)N1 (centres undefined)	i	-6	i	i	i	i	i	i	i	i	i
56	COc1ccccc1N1CCN(Cc2cc(C)c(C)cc2O)CC1	i	-3	i	i	i	i	i	i	i	i	i
57	Cc1c(C)c2ccc(OCC(=O)N3CCC(C(=O)O)(c4ccccc4)CC3)cc2oc1=O	i	-9	i	i	i	i	i	i	i	i	i
58	CC(Cc1ccccc1Sc1ccccc1)N(C)C (centres undefined)	i	-7	i	i	i	i	i	i	i	i	-9.3*
59	Cc1ccc(-c2nc3ccccc3c(=O)n2-c2cccnc2)cc1	i	-3	i	i	i	i	i	i	i	i	i
60	Cn1c(=O)n(CC(=O)N2CCC3(CC2)OCCO3)c(=O)c2ccccc21	i	-10	i	i	i	i	i	i	i	i	i

(continued)
no.	SMILES	TMEM16A act	hERG protect	KCNK3 block	KCNQ1 inh	KCNK9 block	ANO1 block	KCNQ1 act	MrgX1 PAM	MrgX1 ag	RGS4 block	RGS4 act
61	O=C1NC(=O)N(Cc2ccccc2)C(=O)/C1=C/C=C/c1ccco1	i	-16	i	i	i	i	i	i	31*	7*	i
62	CC(=O)NC(Cc1ccc(N(CCCl)CCCl)cc1)C(=O)NCC(=O)NCC(=O)O (centres undefined)	i	-8	i	i	i	i	i	i	i	i	i
63	CCCC(=O)NC(Oc1ccc(C(C)=O)cc1)C(Cl)(Cl)Cl (centres undefined)	i	-8	i	i	i	i	i	i	i	i	i
64	CN1C(=O)/C(=C/c2ccc(Cl)s2)C(=O)NC1=S	i	5.2*	i	i	i	i	i	i	i	9.9*	i
65	CCOC(=O)[C@]1(C#N)[C@@H]2C=CC(C(C)=O)=CN2[C@@H](C(N)=O)[C@@H]1c1ccsc1	i	-14	i	i	i	i	i	i	i	i	i
66	Cc1ccc2c(c1)CC1(CN2C)C(=O)NC(=O)N(C(C)C)C1=O (centres undefined)	i	-23	i	i	i	i	i	i	i	i	i
67	O=C(C1CCC(=O)N1C1CCCCC1)N1CCC2(CC1)OCCO2 (centres undefined)	i	-3	i	i	i	i	i	i	i	i	i
68	Oc1ccc(C2NCc3ccccc3-n3cccc32)cc1Cl (centres undefined)	i	-12&-12	i	i	i	i	i	i	i	i	i
